# Bioassay records as filed in PubChem BioAssay.
# E-selectin induc = E-selectin induction in HUVECs, primary screen, imaging, HUVEC, immunofluorescence imaging, single point; actives 0.37% (n = 260,000); P16581; normalized: neutral wells 0, TNF-alpha wells 100; activation, % at 7.58 µM;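 active means mean E-selectin-positive cell signal at least 10% of the positive control, reached in at least 60% of replicates, without over 20% cell loss; inconclusive means no rule given, readout overlaps actives, possibly toxicity-flagged; inactive means the rest, including those meeting only one limit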;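 further: in these data hits start at about 27%; measured in HUVEC primary endothelial cells; signal is the percent of cells scored E-selectin positive by PE staining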
#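 Read-out: % PE-positive cells | Test system: HUVEC | Doses: One compound dose added by pin transfer | Buffer or medium: EGM-2 over gelatin coat | Signal: Immunofluorescence imaging | Benchmarks: TNF-alpha, DMSO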
# RAD54 inh = inhibitors of human RAD54 branch migration, primary screen, biochemical, fluorescence, single point; DNA repair and recombination protein RAD54-like (Homo sapiens), Q92698; RAD54 Holliday junction branch migration, FAM/BHQ fluorescence; inhibition, % at 10.4 µM; actives 0.14% (n = 360,000); AID 602329, 2012;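 active means mean normalized replicate activity at least 40 and at least half of replicates scoring 40 or more; inconclusive means only one of the two criteria met; inactive means mean below 40 and under half of replicates reaching 40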;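 further: 0% = median of neutral control wells and 100% = median of positive control wells; inhibitors cause a drop in the FAM fluorescence signal; in these data hits start at about 50%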
# S100A4 MyoIIA = inhibitors of S100A4-myosin IIA peptide binding, primary screen, biochemical, fluorescence polarization, TAMRA-MyoIIA peptide; Protein S100-A4 (Homo sapiens), P26447; inhibition, % at 10.7 µM; actives 0.14% (n = 360,000);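 active means mean inhibition of at least 70% across replicates, with every replicate also reaching that level; inconclusive means mean inhibition reaches 70% but some replicates fall short; inactive means mean inhibition below 70%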
# Target sequence (P26447 whole entry, looked up): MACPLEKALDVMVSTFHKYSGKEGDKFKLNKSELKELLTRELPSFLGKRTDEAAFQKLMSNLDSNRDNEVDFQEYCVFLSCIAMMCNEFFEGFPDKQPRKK
#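 Material: human S100A4 monomer with TAMRA-labelled myosin IIA peptide; buffer or medium: HEPES pH 7.2 with CaCl2, KCl, NaCl, DTT, Triton; compound dosing: one concentration per compound; schedule: 5 min incubation before reading; benchmarks: neutral control DMSO, positive control TFP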
# FN deposit inh = inhibitors of fibronectin matrix deposition, primary screen, AH1F cells, Alexa488-fibronectin fluorescence, plate reader; actives 0.086% (n = 350,000); AH1F fibroblasts, overnight; inhibition, % at 12.6 µM;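 active means mean inhibition across replicates of 30% or more, regardless of how many single replicates reach that level; inconclusive means mean under 30% yet at least half of replicates reach 30%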;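 further: positive control wells lacked labelled fibronectin entirely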
#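 Measured by – fluorescence 485/525 nm · System – AH1F fibroblast monolayer, labelled fibronectin deposition · Amount – 10000 cells per well · Buffer or medium – serum-reduced DMEM (2% serum) · Doses – single dose, pinned · Also added – fluorescent fibronectin at 24 nM final · Schedule – 1 h cell attachment, overnight exposure to compound and label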
# RAD52 inh = RAD52 DNA annealing inhibitors, primary screen, biochemical, FRET, single point, set 2 | inhibition, % at 18.7 µM | AID 651710, 2012 | actives 0.46% (n = 360,000) | DNA repair protein RAD52 homolog (Homo sapiens), P43351 | recombinant RAD52 DNA annealing, FRET fluorescence;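 active means every replicate showing at least 50% inhibition; inconclusive means mean inhibition at least 50% but not in every replicate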
# Target sequence (P43351 whole entry, looked up): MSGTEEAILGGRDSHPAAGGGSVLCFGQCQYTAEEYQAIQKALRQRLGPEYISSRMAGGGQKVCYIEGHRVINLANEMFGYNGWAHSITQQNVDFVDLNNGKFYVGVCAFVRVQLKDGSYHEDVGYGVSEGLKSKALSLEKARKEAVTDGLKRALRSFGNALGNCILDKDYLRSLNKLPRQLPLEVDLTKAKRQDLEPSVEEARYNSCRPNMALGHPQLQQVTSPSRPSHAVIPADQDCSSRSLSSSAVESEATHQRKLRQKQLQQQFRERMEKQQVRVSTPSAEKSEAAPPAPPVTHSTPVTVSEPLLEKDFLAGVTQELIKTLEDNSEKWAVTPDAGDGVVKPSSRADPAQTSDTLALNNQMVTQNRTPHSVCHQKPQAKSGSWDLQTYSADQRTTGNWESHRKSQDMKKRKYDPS
# EWS-Fli block = EWS/Fli-driven NR0B1 reporter inhibitors, primary screen, A673 cells, NR0B1 luciferase, luminescence, MLPCN library. viability-normalised. inhibition, % at 12.6 µM. actives 0.67% (n = 350,000);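 active means mean inhibition of at least 50% after viability correction, with every replicate also passing that limit; inconclusive means mean reaches 50% but only one of two replicates passes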;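 further: firefly luciferase signal divided by Alamar Blue viability fluorescence both relative to DMSO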
# esBAF inh = Bmi1 luciferase reporter increase in mESCs, primary screen, esBAF inhibitor project, mouse ES cells, Bmi1 luciferase knock-in, single point | 24 h; 100% = twice the neutral-well signal | reporter increase, % at 12.5 µM | actives 2% (n = 350,000) | AID 602393, 2012; in the data active means activation above about 40%; inconclusive means no clear call, values can overlap the other calls;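 further: 0% = median of the plate's neutral control wells and 100% = double that signal; a rise in the Bmi1 reporter signal indicates esBAF inhibition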
# Xi reactivation = activators of inactive X chromosome reactivation, primary screen, imaging, XiGFP fibroblasts, GFP high-content imaging, set 2. activation, % at 7.58 µM. AID 743238, 2013. XiGFP mouse fibroblasts, % GFP-positive cells imaging, 3 d; cells co-treated with 5-aza-dC sensitizer; scaled so ellipticine positive control = 100%. actives 0.055% (n = 360,000);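 active means mean normalized replicate activation at least 10% and every replicate at or above 10%; inconclusive means only one of the two criteria met; inactive means mean below 10% and not all replicates reach 10%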;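 further: 0% = median of on-plate neutral control wells and 100% = ellipticine 6 µM median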
#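 System: 68-5-11 XiGFP fibroblast line; Timing: 3 days compound exposure; Compound dosing: one concentration, pinned; Benchmarks: positive control ellipticine, 6 µM final; Buffer or medium: DMEM containing 5-aza-dC.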
# Numbers without * were called inactive; ? = inconclusive; · = not tested or not shown; & = joins results of further samples.
# The line under a structure holds: Xi reactivation, E-selectin induc, RAD54 inh, esBAF inh, S100A4 MyoIIA, EWS-Fli block, RAD52 inh, FN deposit inh
C[C@@H]1CN([C@@H](C)CO)C(=O)c2cccc(NC(=O)c3cnccn3)c2O[C@H]1CN(C)S(=O)(=O)c1cn(C)cn1
 : -0.3, -0.2, 2, -3, -6, -4, 7, -4
CO[C@H]1CN(C)C(=O)c2cc(C#N)ccc2OCC[C@@H]2CC[C@@H](OC)[C@@H](CN(C)C(=O)[C@@H]1C)O2
 : 1.0, -0.1, 4&2, -5&-4, 3&2, 1&7, -4&5, 3
O=C(C[C@H]1C/C=C\C[C@H](NC(=O)OCC2c3ccccc3-c3ccccc32)C(=O)OC[C@@H]2CCCN2C1=O)NCCO
 : 0.0, 0.0, 2, -11, 15, 2, -15, -8
CCCNC(=O)Nc1cc(OC)c(OC)cc1Cc1nccc2cc(OC)c(OC)cc12
 : 0.1, 0.8, -1, -1, 8, 8, -11, 12
O=C(O)CC1(CC(=O)O)Nc2ccccc2SC1=O
 : 0.0, -0.1, -11, -7, -3, -6, 1, 7
O=C1/C(=C/c2ccccn2)SC(=S)N1N1CCOCC1
 : 0.4, 3.7, ·, ·, -4, 4, 1, 0
COc1cccc(C(=O)Nc2nnc(-c3ccc(Cl)cc3)o2)c1
 : 0.4, -0.2, -2, 6, 0, 10, -13, 4
N#Cc1ccc(-c2cccnc2)nc1SCC(=O)Nc1sc2c(c1C#N)CCC2
 : ·, ·, -8, 3, 2, -39, -37, ·
Cc1ccc(NC(=O)Nc2ccc3c(c2)OCO3)cc1F
 : 0.3, 8.3, 3, ·, -1, -100, -21, -5
Cc1cccc(NC(=O)C2(c3cccs3)CCOCC2)c1
 : 0.0, -0.3, 10, ·, ·, ·, ·, -6
Cc1ccc(C)c(C(=O)CN2C(=O)NC3(CCc4ccccc43)C2=O)c1 (stereo not given)
 : 0.0, -0.2, 0, -3, -2, 3, -20, -1
Cc1ccc(S(=O)(=O)Nc2ccc(N3CCOCC3)cc2)cc1[N+](=O)[O-]
 : 0.0, 0.3, ·, ·, 0, 7, 2, 4
O=C(CN1CCOCC1)N1CCCCN2[C@H](CO)[C@@H](c3ccc(C#Cc4ccccc4F)cc3)[C@H]2C1
 : 0.3, -0.3, -4, -1, 10, -3, 12, ·
COc1ccc(S(=O)(=O)N2CC(=O)Nc3ccccc32)cc1
 : -0.1, ·, 0, -1, 1, 6, -14, -15
COc1ccc(CCNC(=O)CSc2nc3[nH]ncc3c(=O)n2-c2ccc(Br)cc2)cc1OC
 : 0.0, ·, ·, ·, -4, -2, -9, 7
Nc1ccc(-c2cc3ccccc3oc2=O)cc1
 : 0.1, 0.4, 3, -74, 1, 79*, -73, -7
C[C@@H]1CN([C@H](C)CO)C(=O)c2cc(C#CC(C)(C)O)cnc2O[C@H]1CN(C)C(=O)CN(C)C
 : 0.4, -0.2, -9, 1, 27, -1, -12, ·
S=C(NC1CCCCC1)N1CCC(C2C=NC=N2)CC1 (stereo not given)
 : -0.1, -0.1, 3, 5, -10, -5, -2, -5
C[C@H](CO)N1C[C@H](C)[C@H](CN(C)Cc2ccc(C(=O)O)cc2)Oc2ncc(C#CCN(C)C)cc2C1=O
 : -1.2, -0.2, -16, 0, 5, -9, -10, -10
C/C(=C\c1ccc(N)cc1)c1nc2ccccc2[nH]1
 : 0.1, 0.1, 12, 64*, 4, -121, -48, 2
CN(c1ccccc1C(=O)Nc1ccc2ccccc2c1)S(C)(=O)=O
 : -0.1, 4.1, 3, 0, -1, 2, -2, 2
COc1cc(/C=C/C(=O)OCc2c(C)noc2C)ccc1OC(F)F
 : 0.3, 1.1, 1, -4, -13, -16, -2, -5
CCCNC(=O)N1C[C@@H](O)COC[C@@H]2O[C@H](CC(=O)NCc3ccncn3)CC[C@H]21
 : 0.0, 0.0, -6, -2, 2, 4, 2, -4
Cc1ccc(S(=O)(=O)Nc2ccc3c(c2)C(=O)N([C@H](C)CO)C[C@H](C)[C@@H](CN(C)C(=O)Nc2cccc4ccccc24)OCCCC[C@H](C)O3)cc1
 : -0.1, 0.0, 7, 9, -5, 12, 16, -3
COc1ccccc1NC(=O)COc1ccccc1C(=O)c1cnn(-c2ccccc2)c1
 : 0.0, ·, ·, ·, -2, -61, -5, 11
C#Cc1ccc([C@H]2C=C(C(=O)NCc3nc4ccccc4[nH]3)O[C@@H](OCC)[C@@H]2CCCO)cc1
 : 0.0, 0.5, -1, 5, ·, 8, ·, -1
Cc1sc2ncnc(N3CCC(C(=O)NNC(=O)COc4ccccc4F)CC3)c2c1C
 : -0.1, 0.9, -9, -2, 1, 16, -13, -14
O=C(c1ccc(Cl)cc1Cl)N1CCN(c2ccccn2)CC1
 : 0.0, ·, 4, -5, -3, 8, -5, 1
COc1ccc2c3c(n(C)c2c1)[C@@H](CO)N(C(=O)CC1CC1)CC31CN(C(=O)CC2CC2)C1
 : 0.3, 0.1, ·, ·, 13, 0, -1, ·
C=CC[C@H](CC(=O)N[C@H](CO)Cc1ccccc1)C(=O)N[C@@H](COC(=O)[C@H](CC=C)CC(=O)OC(C)(C)C)Cc1c[nH]c2ccccc12
 : 0.1, -0.1, -1, 3, -3, 2, -10, -4
C[C@H]1CN([C@@H](C)CO)C(=O)c2cccc(NC(=O)c3nc4ccccc4s3)c2O[C@@H]1CN(C)C(=O)Nc1ccc2c(c1)OCO2
 : 0.2, -0.1, 0, -1, 14, 4, 6, 13
CCN(CC)N=Nc1cccc(NC(C)=O)c1
 : 0.0, ·, ·, 0, 0, 2, -8, 7
Cn1c(/C=N/NC(=O)c2ccccc2)nc2ccccc21
 : ·, ·, -10, 26, 0, -17, -12, ·
O=C(O)c1cc(NN=C2CCN(Cc3ccccc3)CC2)ccc1Cl
 : -0.1, -0.1, -8, 51*, -2, -133, -28, -2
NC(=O)c1c(NC(=S)Nc2ccccc2)sc2c1CCCC2
 : 0.0, 8.4, 4, 5, -1, -18, -24, 3
CN1C[C@@H]2C(c3ccccc3)C3(c4ccc(C#N)cc4)CC2(C3)[C@H]1c1ccccc1 (stereo not given in full)
 : 1.0, 0.1, 9, 1, 2, 1, -12, 1
Cc1ccc2[nH]c(C(=O)N/N=C/c3ccccc3O)c(C)c2c1
 : 0.0, ·, 2, -34, 0, -74, -7, ·
Cc1ccc(-c2cnc(C(O)c3ccc(Cl)cc3C)[nH]2)cc1 (stereo not given)
 : 0.0, 0.2, -8, 10, 0, -10, -9, 8
COc1ccc(C2=Nn3c(nnc3C(F)(F)F)SC2)cc1
 : 0.3, ·, 5, -2, -1, 15, -4, 1
Cn1nnnc1SCc1cccc2ccccc12
 : 0.0, ?, ·, ·, 0, -16, -19, -1
O=C(NC(NC(=S)Nc1c(Cl)cc(Cl)cc1Cl)C(Cl)(Cl)Cl)OCc1ccccc1 (stereo not given)
 : 0.7, ·, 2, 4, -4, -2, -12, -2
C#CCNC(=O)C1=C[C@@H](c2cn(C(C)=O)c3ccccc23)C[C@@H](OCc2ccc(CO)cc2)O1
 : -0.1, 1.0, 5, 3, -3, -7, -135, 6
O=c1[nH]cnc2onc(-c3ccc(F)cc3)c12
 : 0.2, ·, -2, -6, 2, -6, -2, -4
CCC(C)c1ccc(NC(=O)COC(=O)C2CCCC2)cc1 (stereo not given)
 : 0.2, 2.2, -10, 11, 4, -15, -18, ·
COC1(NC(=O)c2ccccc2)C(C)=CC(=O)C=C1C
 : 0.0, ·, ·, -6, 2, -2, -1, 7
CC=Cc1cc2c(c(=O)o1)C(=O)C(O)C(C)O2 (stereo not given)
 : 0.1, -0.3, ·, ·, -2, 23, -31, -3
CCCOC(=O)c1cc(-c2ccc(C=O)o2)ccc1Cl
 : 0.4, -0.3, -13, ·, 6, -2, -20, -8
CC(=O)Nc1ccc(NS(=O)(=O)c2ccc3c(c2)NC(=O)CC(=O)N3)cc1
 : 0.0, ·, -2, -5, -4, ·, -13, 6
CC(C)(C)C1CCC(=NNC(=S)NCc2ccccc2)CC1 (stereo not given)
 : 0.3, ·, 3, 5, 2, 5, -14, ·
CC(=O)c1cccc(NC(=S)NC(=O)Cc2ccc(Cl)cc2)c1
 : 0.0, ·, 10, 4, 0, 11, -17, 1
CCc1c(C)nc2cc(-c3cc(OC)cc(OC)c3)nn2c1N1CCCC1
 : ·, ·, -6, -2, 4, 4, -11, ·
O=C(Nc1ccc2c(c1)OCCO2)c1[nH]c(C(F)(F)F)nc1-c1ccccc1
 : 0.1, -2.0, -4, -48, -3, 11, 0, ·
COc1cc(C(C)=O)ccc1COc1ccc(C(=O)OCC(N)=O)cc1OC
 : 0.4, ·, 3, -1, ·, ·, ·, 7
O=c1cc(-c2ccccc2)nc(SCc2ccccc2F)[nH]1
 : 0.4, ·, ·, ·, -2, 7, -17, -26
C[C@@H]1CN([C@H](C)CO)C(=O)c2cc(NC(=O)Nc3ccc(F)cc3)ccc2O[C@@H](C)CCCCO[C@H]1CN(C)S(=O)(=O)c1ccccc1
 : 0.2, 0.1, 2, -1, 5, 16, -21, ·
C[C@@H]1CCCCO[C@@H](CN(C)S(=O)(=O)c2ccccc2)[C@H](C)CN([C@H](C)CO)C(=O)c2cc(NC(=O)Nc3cccc4ccccc34)ccc2O1
 : 0.0, ·, 1, 5, -6, 17, 1, -6
O=C(Cc1c(F)cccc1Cl)Nc1ccccn1
 : 0.2, 0.1, -20, 14, -2, -21, -8, -7
COc1ccc(S(=O)(=O)N(C)C[C@@H]2Oc3ccc(NC(=O)Nc4c(C)noc4C)cc3CC(=O)N([C@@H](C)CO)C[C@@H]2C)cc1
 : -0.9, -15, ?, 4, 4, -6, -3, ·
Cc1ccc(S(=O)(=O)NCC[C@@H]2CC[C@@H](NC(=O)C3CCOCC3)[C@H](CO)O2)cc1
 : -0.4, -0.3, -12, 3, 99*, 7, 5, -9
C=CCOC(=O)C1=C[C@@H](c2ccccc2)C[C@@H](OCc2ccc(CO)cc2)O1
 : 0.0, -0.9, 6, 1, 12&8, 0&1, -19&1, -2
Cc1cnc(NC(=O)CSc2nnc(COc3c(C)cccc3C)o2)s1
 : 0.2, 0.1, 3, 2, -1, -3, -7, -8
C[C@@H]1CN([C@@H](C)CO)C(=O)c2cccc(NS(=O)(=O)c3cn(C)cn3)c2O[C@H]1CN(C)C
 : 0.2, -5.1, -5, 1, -7, 3, 11, 7
COc1cccc(CN(CC(=O)NC2CCCC2)C(=O)c2csnn2)c1
 : 0.2, 0.2, 3, -6, -2, -7, -11, -1

# Random draw from the library. About 3% of those tested had a hit in this group.
